Source: PubChem
DT40 TDP1 CPT – qHTS for Inhibitors of human tyrosyl-DNA phosphodiesterase 1 (TDP1): qHTS in cells in presence of CPT; 12% of 420,000 active; Potency, µM (titrated, usually from 46.2 µM), for inactives: top-dose activity change, negative = growth inhibition, hits mostly inhibitors; chicken DT40 Tdp1-/-;hTDP1 cells + 20 nM CPT, ATP luminescence, 48 h; AID 686979, 2013; also: nearly all actives have a fitted effect of over 55% in size
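Cell growth measured by CellTiter-Glo luminescence after a minimum 48 h, 37 C compound exposure with 20 nM CPT in Tdp1-knockout DT40 cells stably expressing hTDP1, seeded 400/well; qHTS titration format.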
FEN1 inh – qHTS Assay for the Inhibitors of Human Flap endonuclease 1 (FEN1). Recombinant FEN1 flap cleavage, fluorescence, 15 min. 0.35% of 390,000 active. P39748. Potency, µM (doses to about 114 µM), without a hit: at the top dose activity change, negative = inhibition, usual class: inhibitors. AID 588795, 2011; also: nearly all actives have a fitted effect of over 65% in size
Target sequence (P39748 whole entry, looked up): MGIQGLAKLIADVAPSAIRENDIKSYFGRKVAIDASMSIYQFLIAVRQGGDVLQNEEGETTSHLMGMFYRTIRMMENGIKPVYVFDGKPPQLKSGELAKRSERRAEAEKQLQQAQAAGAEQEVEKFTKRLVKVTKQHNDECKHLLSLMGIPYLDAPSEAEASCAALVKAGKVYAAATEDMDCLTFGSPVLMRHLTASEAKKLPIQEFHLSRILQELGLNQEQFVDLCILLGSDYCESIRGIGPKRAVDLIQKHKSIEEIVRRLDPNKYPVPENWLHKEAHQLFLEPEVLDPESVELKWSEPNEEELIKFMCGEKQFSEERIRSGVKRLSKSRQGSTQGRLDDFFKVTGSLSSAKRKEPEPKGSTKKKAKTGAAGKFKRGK
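Concentration–response screening of FEN1 (10 nM): 15 min compound preincubation at room temperature, reaction started with 50 nM substrate and read at 0 and 15 min. Corrected, normalized data were fitted by a four-parameter Hill equation.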
N370S GC mod – qHTS Assay for Inhibitors and Activators of N370S glucocerebrosidase as a Potential Chaperone Treatment of Gaucher Disease | Lysosomal acid glucosylceramidase (Homo sapiens), P04062 | N370S GC spleen homogenate, 4MU-glucoside fluorescence | Potency, µM (highest dose often 59.4 µM), without a hit: top-dose activity change, negative = inhibition, most hits filed as inhibitors | 0.092% of 330,000 active | AID 2101, 2009;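 also: 0% = full enzyme activity and -100% = no enzyme basal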
Active calls of the source: *; ? = inconclusive; nt = no result given; [ ] = remark or other dose. Calls follow the shape of the dose curve; as a rule, active = well fitted curve in the direction sought with a large enough effect; inconclusive = small, poorly fitted or top-dose-only effect, or another doubt; inactive = no such curve, though single readings can be large; an effect the other way counts as inactive or inconclusive. Unless noted, % is scaled to controls: 0 for no effect and ±100 for the full control effect; potency is read from the fitted curve at half-maximal effect. The list is partial; rates above refer to the full screens.

SMILES | DT40 TDP1 CPT | FEN1 inh | N370S GC mod
C=CCN(C(=O)CNC(=O)c1ccco1)C(C(=O)NC1CCCC1)c1ccc(OC)cc1 (stereo unspecified) | 6.1% | 3.6% | -10.7%
Cc1ccc(C(=O)NC2CCc3ccccc3C2=O)cc1 (stereo unspecified) | ? | -0.2% | 7.1%
Cc1nn(C)c(Cl)c1CN1CCC(CO)(CCOc2ccccc2)CC1 | -20.2% | 7.0% | -19.0%
O=c1[nH]c(N2CCc3ccccc3C2)nc2c1CCC2 | ? | -11.1% | -1.2%
O=C(NCCN1CCOCC1)/C(=C/c1ccco1)NC(=O)c1ccccc1 | -4.3% | 0.6% | 2.1%
CCN(CC)CCOC(=O)c1ccc(NC(=O)Cn2ncc3c([nH]c4ccc(C)cc43)c2=O)cc1 | 4.11µM* | 12.2% | nt
CN(C)c1cccc(C(=O)Nc2nc3ccc(S(=O)(=O)N4CCCC4)cc3s2)c1 | 6.51µM* | 2.5% | nt
COc1cc(C(=O)NC(C)c2cccc3ccccc23)cc(OC)c1OC (stereo unspecified) | ? | 12.5% | -1.5%
COc1ccc(OC)c(NC(=O)CN2C(=O)CSc3ccc(S(=O)(=O)N4CCCC4)cc32)c1 | -29.7% | -15.2% | -2.7%
Cc1ccc(C(=O)C[n+]2cccc(C(N)=O)c2)cc1 | 1.6% | 0.5% | -9.9%
CCC(C)(C)NC(=O)CCCSc1nc2ccccc2[nH]1 | -28.0% | 19.4% | -1.9%
CCOC(=O)c1ccc(S(=O)(=O)NCC(C)(C)N2CCOCC2)cc1 | -2.2% | -3.7% | -3.9%
CO/N=C/c1ccc(N2CCN(C(=O)c3ccc(C)cc3)CC2)c([N+](=O)[O-])c1 | 18.4µM* | -18.6% | -4.8%
Cc1ccc(C)c(NC(=O)CSc2nccn2-c2cccc(C)c2C)c1 | 18.4µM* | -24.5% | nt
S=C(N/N=C/c1ccccc1)N1CCOCC1 | ? | -1.1% | -4.1%
COc1ccc(CNC(=O)c2oc3c(c2C)-c2nn(Cc4ccc(Cl)cc4)cc2CC3)cc1 | ? | 7.8% | nt
O=C(CC(c1ccccc1)c1ccccc1O)NCCN1CCOCC1 (stereo unspecified) | -25.0% | 15.0% | 6.8%
CC(=O)Nc1ccc(NC(=O)/C(Cl)=C/c2ccccc2)cc1 | -5.2% | -0.4% | 9.8%
CC(=O)c1cccc(NC(=O)C2CCN(S(=O)(=O)c3cccs3)CC2)c1 | 2.3% | -0.5% | 0.9%
CCCCN1C(=O)/C(=C(/C#N)C(N)=O)c2ccccc21 | -25.4% | 10.2% | 0.4%
O=C(CC(C(=O)c1ccccc1)c1ccccc1)c1ccccc1 (stereo unspecified) | ? | -20.7% | nt
COc1ccc(C(=O)NC2CCCCCC2)cc1S(=O)(=O)N1CCOCC1 | -22.1% | 48.0%[activator] | -10.3%
Cc1cccc(NC(=O)[C@@H](NC(=O)[C@@H]2Cc3ccccc3CN2)C(C)C)c1 | -5.0% | -5.7% | -0.6%
CC1CN/C(=C\C(=O)c2ccc(Cl)cc2)C(=O)N1 (stereo unspecified) | -8.5% | -13.1% | 2.9%
OCCC1CN(Cc2ccc3nsnc3c2)CCN1C1CCCCC1 (stereo unspecified) | 2.3% | 2.6% | -13.6%
CC(NC(=O)C1(C)CC1(Br)Br)C(C)(C)C (stereo unspecified) | -2.6% | 6.8% | -27.9%
CC(Sc1nnc(C2CC2)n1C1CC1)C(=O)N(C)C1(C#N)CCCCC1 (stereo unspecified) | -19.7% | -8.5% | nt
O=C(NC1CC1)c1ccc(NC(=O)C2CCC2)cc1 | ? | ? | nt
O=C(CSc1nccc(=O)[nH]1)Nc1ccc(S(=O)(=O)N2CCOCC2)cc1 | -2.2% | -13.1% | 4.3%
CCC(C(=O)Nc1cc(-c2cn3cccnc3n2)ccc1C)c1ccccc1 (stereo unspecified) | -30.0% | 2.9% | nt
O=C(NCc1ccccc1OC(F)(F)F)C1CCC(=O)N(Cc2cccc(F)c2)C1 (stereo unspecified) | -10.8% | -2.6% | -2.2%
Cc1ccnc(SCc2cc(=O)c(OC(=O)c3cc([N+](=O)[O-])ccc3Cl)co2)n1 | ? | -4.9% | -2.1%
CCOc1nc2cccc(C(=O)OC(C)OC(=O)OC3CCCCC3)c2n1Cc1ccc(-c2ccccc2-c2nn[nH]n2)cc1 (stereo unspecified) | ? | nt | ?
Cc1ccc(Sc2nc(C)cc(C)c2S(C)(=O)=O)cc1 | -13.8% | 7.0% | 15.8%
CCOc1ccc(CCNC(=O)c2cc3sc(Cl)cc3n2C)cc1OCC | ? | -14.0% | -9.4%
Cc1ccc(C)c(NS(=O)(=O)c2cc(Br)cnc2N)c1 | ? | -1.2% | 5.2%
O=C(Nc1ccccc1)N1CCSCC1 | -3.5% | 11.2% | -15.0%
Cc1ccc(S(=O)(=O)N2CCN(c3cccc(C)c3)CC2)cc1 | -10.2% | 10.0% | -6.0%
CCOC(=O)c1nn(C23CC4CC(CC(C4)C2)C3)c2c1C(=O)N(c1ccc(C)cc1)C2=O | 0.8% | -12.4% | 7.9%
Cc1ccc(Nc2c([N+](=O)[O-])c(=O)n(C)c3ccccc23)cc1C | ? | -23.5% | 13.8%

Complete entries from above.
CN(C)c1cccc(C(=O)Nc2nc3ccc(S(=O)(=O)N4CCCC4)cc3s2)c1 is entered as DT40 TDP1 CPT: 6.51µM*; FEN1 inh: 2.5%; N370S GC mod: nt
CO/N=C/c1ccc(N2CCN(C(=O)c3ccc(C)cc3)CC2)c([N+](=O)[O-])c1 is entered as DT40 TDP1 CPT: 18.4µM*; FEN1 inh: -18.6%; N370S GC mod: -4.8%

An excerpt from above in order of length of the SMILES, descending.
SMILES | DT40 TDP1 CPT | FEN1 inh | N370S GC mod
CCOc1nc2cccc(C(=O)OC(C)OC(=O)OC3CCCCC3)c2n1Cc1ccc(-c2ccccc2-c2nn[nH]n2)cc1 (stereo unspecified) | ? | nt | ?
CCOC(=O)c1nn(C23CC4CC(CC(C4)C2)C3)c2c1C(=O)N(c1ccc(C)cc1)C2=O | 0.8% | -12.4% | 7.9%
CC(NC(=O)C1(C)CC1(Br)Br)C(C)(C)C (stereo unspecified) | -2.6% | 6.8% | -27.9%

(more compounds)
SMILES | DT40 TDP1 CPT | FEN1 inh | N370S GC mod
O=C(C[C@@H]1C/C=C\C[C@H](NC(=O)OCC2c3ccccc3-c3ccccc32)C(=O)O[C@H](c2ccccc2)CNC1=O)NCCO | 2.59µM* | -2.0% | nt
CCOC(=O)C1=C(O)C(=O)N(c2ccccc2)C1c1cccc([N+](=O)[O-])c1 (stereo unspecified) | -1.5% | -0.8% | 0.4%
Cc1cccc(OCC(=O)NNC(=O)C2CCCCC2C(=O)O)c1 (stereo unspecified) | -23.0% | 8.5% | -6.2%
COc1cc(OC)c(Cl)cc1N | ? | 4.0% | 2.8%
NC(=O)c1ccsc1NC(=O)COC(=O)Cc1cccc2ccccc12 | 9.2µM* | -10.7% | -4.7%
Cc1ccc(C)c(OCCC(=O)OCC(=O)NC(=O)NCc2ccccc2)c1 | ? | 0.1% | -4.0%
CCC(=O)OC1=C(C(C)=O)N(Cc2ccccc2)S(=O)(=O)c2ccccc21 | 18.4µM* | -4.6% | nt
Cc1ccnc(NS(=O)(=O)c2ccc(Cl)nc2)c1 | -5.0% | -2.8% | 0.8%
O=C(CN1CCN(c2ccccc2O)CC1)NC(c1ccccc1)c1ccccc1 | ? | 6.4% | -6.0%
CN(C(=O)COc1ccc(-c2nnco2)cc1)C1CCS(=O)(=O)C1 (stereo unspecified) | 16.1% | -3.6% | -9.2%
O=C(COc1ccccc1)NNc1c2ccccc2nc2ccccc12 | ? | -21.6% | ?
CNC(=O)c1nn(-c2ccccc2)ccc1=O | -19.8% | 7.8% | 1.3%
CCN(CC)c1cc2c(cc1F)c(=O)c(S(=O)(=O)c1ccccc1)cn2Cc1ccccc1 | 14.6µM* | -9.3% | nt
Cc1ccc(-n2c(Cn3c(C)nc4ccccc43)n[nH]c2=S)cc1 | 13.7% | -9.4% | 9.5%
COC(=O)c1ccccc1NC(=O)c1ccc(-c2ccccc2F)o1 | -28.9% | -1.4% | 7.5%
COC(=O)C(Cc1ccc(O)cc1)N1Cc2ccccc2C1=O (stereo unspecified) | -19.3% | 16.3% | -12.7%
CCN(C(=O)COC(=O)c1cccc2ccccc12)c1c(N)n(Cc2ccccc2)c(=O)[nH]c1=O | -20.0% | 12.5% | nt
CCOC(=O)c1[nH]cnc1C(=O)NC1CCN(C(=O)OC(C)(C)C)CC1 | -4.8% | 5.4% | nt
O/N=C/c1ccc(-c2cc(Cl)ccc2Cl)o1 | -7.5% | -4.3% | -3.8%
Cc1cc(C)cc(OCC(=O)N(Cc2cccs2)C2CCS(=O)(=O)C2)c1 (stereo unspecified) | -15.5% | 1.5% | 11.5%
CC(=O)c1sc(C(C)(C)C)cc1NC(=O)c1ccccc1C(=O)O | 0.0% | 2.7% | -2.1%
O=C1c2cccc3cccc(c23)C(=O)N1CCN1CCN(CC(O)COc2ccc3ccccc3c2)CC1 (stereo unspecified) | 18.4µM* | -15.2% | ?
Cc1ccc(N2CC(C(=O)N3CCC(C(=O)NC(C)(C)C)CC3)CC2=O)cc1 (stereo unspecified) | -21.0% | 6.1% | -11.7%
O=C(C[C@H]1C[C@H](C(=O)N2CCOCC2)[C@@]2(CCC3CCCC3)c3[nH]c4cc(-c5ccco5)ccc4c3CCN2C1=O)NCCCn1ccnc1 | ? | -18.7% | nt
Cc1ccc(O)c(C(=O)c2cnc3c(c2)COc2ccc(C)cc2-3)c1 | ? | -4.8% | 4.8%
CC(C)c1cc(=O)n2[nH]c(SCc3ccc(Cl)cc3)nc2n1 | -13.4% | 15.0% | 2.5%
NS(=O)(=O)c1ccc(CNC(=S)NCc2ccc(Cl)cc2)cc1 | -21.3% | -4.6% | 3.1%
O=C(CCCOc1ccccc1)Nc1cc(S(=O)(=O)N2CCOCC2)ccc1N1CCOCC1 | ? | 5.5% | nt
CC[C@@H]1C(c2ccc(F)cc2)=NN(c2ccccc2)[C@H]1C(=O)N1CCOC1=O | -0.7% | -30.5% | -9.6%[89.1 µM]
O=C(CSc1ncccn1)Nc1ccc2c(c1)CCC2 | -12.6% | 16.4% | 2.3%
O=C(CN1CCN(c2ccccc2O)CC1)NC(=O)NCc1ccccc1 | -16.9% | -11.6% | nt
CCOC(=O)c1ccc2c(c1)nc(C1CCN(S(=O)(=O)c3cccs3)CC1)n2CC | 14.6µM* | -16.1% | 6.3%
O=C(C1=C[C@@H](C2CC2)C[C@@H](OCc2ccc(CO)cc2)O1)N1CCN(Cc2ccc3c(c2)OCO3)CC1 | ? | -14.2% | 4.7%
CC(C)c1nc(SCC(=O)N2CCc3ccccc32)n[nH]1 | -0.5% | -4.9% | -4.6%
COc1ccc(/C=C/c2nccc3ccccc23)cc1OC | 11.2µM* | -19.2% | nt
COc1ccc(S(=O)(=O)Oc2cccc(C(=S)N3CCOCC3)c2)cc1 | ? | 10.8% | -11.0%
CC(C)(C)c1ccc(OCC(=O)NNC(=O)Nc2ccccc2)cc1 | -3.4% | 29.0% | -3.8%
Cn1cc(C(=O)NCc2ccc(Cl)cc2)c(=O)c2cc(S(=O)(=O)N3CCCCCC3)ccc21 | ? | 10.8% | nt
CC(C)c1ccc(Nc2ncnc3c2c(-c2ccccc2)cn3-c2ccccc2)cc1 | 3.66µM* | 13.7% | nt
OC(c1ccccc1)C(Nc1ccccn1)c1ccccc1 (stereo unspecified) | -7.3% | -5.4% | nt
Cc1nn(C)c(C)c1CN(C)S(=O)(=O)c1ccc(F)cc1 | ? | 4.3% | 1.4%
Cn1nnnc1SCC(=O)N1CCN(c2ccc(Cl)cc2)CC1 | -20.1% | 13.1% | -19.9%
CCOC(=O)c1c(NC(=O)COc2cccc(C)c2C)sc2c1CCCCC2 | -2.2% | -9.2% | nt
Cc1cc(SCC(=O)N/N=C/c2ccc(O)c(O)c2)c(C)cc1Br | 20.6µM* | -22.4% | -8.3%
CCOC(=O)/C(C#N)=C/c1ccc(OCC(=O)Nc2ccc(OC)cc2)c(OC)c1 | 9.2% | 0.6% | ?
O=C(CCn1nc(-c2ccc(F)cc2)ccc1=O)NCc1ccccc1 | 6.9% | 2.4% | 6.1%
NC(=O)COC(=O)CNC(=O)c1cc(Cl)cc([N+](=O)[O-])c1 | 21.6% | -5.2% | 4.2%
O=C(NCCc1ccccc1)C1CCC(=O)N1C1CCCC1 (stereo unspecified) | 7.8% | 9.5% | -6.9%
CCOC(=O)c1c(C)[nH]c(C(=O)CN2C(=O)NC(CC)(c3ccccc3)C2=O)c1C (stereo unspecified) | ? | -18.2% | -10.0%

Only N370S GC mod (2 entries from above):
mol	N370S GC mod
CCOC(=O)/C(C#N)=C/c1ccc(OCC(=O)Nc2ccc(OC)cc2)c(OC)c1	?
O=C(CCn1nc(-c2ccc(F)cc2)ccc1=O)NCc1ccccc1	6.1%
